# Screening data (PubChem)
# HADH2 inhib: blocks human hydroxyacyl-CoA dehydrogenase type II | Q99714 | recombinant HADH2, NADH fluorescence, beta-hydroxybutyryl-CoA | Potency, µM (top dose mostly 57.1 µM), for inactives: at the top dose activity change, negative = inhibition, hits mostly inhibitors | actives 3.4% (n = 73,000); further: potency means the concentration at half of the fitted maximal effect; on the % scale 0 is the no-effect control and ±100 the full control effect; nearly all actives have a fitted effect of over 60% in size; many of its hits are not listed in these tables
# Target sequence (Q99714 whole entry, looked up, one chain of several): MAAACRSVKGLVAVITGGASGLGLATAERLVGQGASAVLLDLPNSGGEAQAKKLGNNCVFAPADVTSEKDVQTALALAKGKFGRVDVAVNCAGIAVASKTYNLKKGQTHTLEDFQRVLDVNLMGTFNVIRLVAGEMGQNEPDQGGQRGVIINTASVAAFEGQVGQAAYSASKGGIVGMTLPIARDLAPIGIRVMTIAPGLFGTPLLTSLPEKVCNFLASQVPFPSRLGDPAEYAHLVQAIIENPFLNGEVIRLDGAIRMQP
#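 Activity measured as NADH fluorescence gain (360/450 nm), taken as the change between first and last reads of a 4-min kinetic run. Conditions: pH 9.0 Tris buffer, 20 nM E. coli-expressed His-tagged enzyme, 1 mM NAD+, 90 uM beta-hydroxybutyryl-CoA; 15-min compound preincubation.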
# BRCT inh green: BRCA1 BRCT-phosphoprotein interaction inhibition. BRCA1 BRCT-phosphopeptide binding, green fluorescence polarization. AID 875. Potency, µM (doses to about 76.9 µM), for inactives: at the highest dose activity change, negative = inhibition, usual class: inhibitors. actives 0.05% (n = 75,000);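 further: potency means the concentration at half of the fitted maximal effect; plate controls were peptide without protein for full effect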
#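 Fluorescence polarization: His-tagged BRCT (~35 kDa BRCA1 C-terminus, 250 nM) bound to 100 nM fluorescein-labeled phosphorylated 10-aa BACH1 peptide, pH 7.3 phosphate buffer with DTT and Tween 20. Compounds incubated 12 min at room temperature; inhibition read as lowered polarization.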
# USP2a inhib: USP2a (human) protease inhibition; USP2a enzymatic assay, qHTS inhibition; actives 0.1% (n = 60,000); O75604; Potency, µM (titrated, usually from 38.3 µM), for inactives: top-dose activity change, negative = inhibition, actives largely listed as inhibitors; AID 927;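 further: potency means the concentration at half of the fitted maximal effect; nearly all actives have a fitted effect of over 60% in size; plate controls were DMSO for no effect and NEM full inhibition control for full effect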
#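 Coupled readout: USP2-cleaved Ub-PLA2 (20nM final) turns over NBD C6-HPC (20uM final), Ex 460nm/Em 535nm after 2.5 h, time-zero read flagging artifacts. Enzyme (20nM final, pH 8.0 Tris) given 30 min RT with compound first; NEM defines full inhibition.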
# BRCT inh red: BRCT-phosphoprotein interaction inhibition (red fluorophore); Potency, µM (top dose mostly 76.9 µM), for the others: top-dose activity change, negative = inhibition, hits mostly inhibitors; actives 0.03% (n = 75,000); BRCT-phosphopeptide binding, red fluorescence polarization; P38398; further: on the % scale 0 is the no-effect control and ±100 the full control effect
#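 Fluorescence polarization: 100 nM His-tagged BRCA1 BRCT with 100 nM TAMRA-labelled phospho-BACH1 decapeptide, phosphate buffer pH 7.3 with 150 mM NaCl, DTT, 0.01% Tween 20; 12 min RT. Binding inhibition seen as FP decrease.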
# CRE Fsk mod: CRE-bla signaling modulation under forskolin stimulation. CHO CRE-bla reporter (cAMP response element driving beta-lactamase), forskolin EC10, beta-lactamase ratio. Potency, µM (series often up to 38.2 µM), inactives show at the top dose activity change, negative = inhibition, hits mostly activators. actives 2.5% (n = 71,000). AID 662; active means well fitted activation curve with a large enough effect in the signal ratio, with a control signal flat, not every such curve was filed as active; inconclusive means small, poorly fitted or top-dose-only effect, or effect the other way, or a change in a side signal; the % refers to the signal ratio; further: potency means the concentration at half of the fitted maximal effect; % of control where 0% means no effect
#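 Modulation of forskolin signalling: compounds in titration series added with EC10 NKH 477 to CHO cells carrying a CRE-driven beta-lactamase reporter, 3 h, 37C. CCF4 FRET ratio (460/530 nm, ex 405 nm) gives %activity and AC50.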
# HBB splicing: modulators of hemoglobin beta chain splicing. Potency, µM (series often up to 46.1 µM), for the others: at the highest dose activation, usual class: activators. HBB splicing reporter cell assay, activation; EGFP reporter with mutant IVS2-654 intron; response scale: normalised to 500 nM splice-correcting PNA. actives 0.06% (n = 65,000); further: potency means the concentration at half of the fitted maximal effect; 0% is about no effect
#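 Compounds were applied for 2 days to HeLa EGFP-654 cells, 500/well in Optimem with 2% FCS. The reporter's EGFP is disrupted by mis-splicing of beta-globin intron IVS2-654. Readout: summed well GFP fluorescence from 488 nm laser scanning; reference was 500 nM antisense […] 654 PNA.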
# Epigenetic mod: epigenetic GFP locus derepression in mouse cells; mouse C127i GFP locus derepression, cytometry, 30 h; Potency, µM (doses to about 46.1 µM), inactives show top-dose GFP derepression (activation); actives 0.09% (n = 68,000); AID 597; further: % of control where 0% means no effect
#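 Read-out is the number of GFP-positive cells, scored as fluorescent objects 20 to 120 um wide, reflecting derepression of a silenced CMV-GFP reporter in murine C127i cells after 30 h compound exposure at 37 C.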
# Pol III holo inh: blocks replication by bacterial DNA polymerase III holoenzyme; reconstituted DNA polymerase III holoenzyme replication, biochemical; Potency, µM (titrated, usually from 57.1 µM), for the others: at the top dose activity change, negative = inhibition; actives 0.25% (n = 71,000); AID 603; further: potency means the concentration at half of the fitted maximal effect; on the % scale 0 is the no-effect control and ±100 the full control effect
#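 Reconstituted *E. coli* holoenzyme (0.35 nM Pol III, 1 nM beta, 154 nM SSB, 2 nM primase) was preincubated with compound for 15 min at RT. Synthesis on 1.4 nM ssM13Gori ran 35 min, then was stopped with PicoGreen/EDTA and read as dsDNA fluorescence.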
# 15-hLO inh: blocks human 15-lipoxygenase activity; P16050; purified 15hLO-1, xylenol orange hydroperoxide absorbance; Potency, µM (highest dose often 57.1 µM), for the others: top-dose activity change, negative = inhibition, most hits filed as inhibitors; actives 1.4% (n = 74,000); further: potency means the concentration at half of the fitted maximal effect; on the % scale 0 is the no-effect control and ±100 the full control effect; nearly all actives have a fitted effect of over 55% in size
# Target sequence (P16050 whole entry, looked up): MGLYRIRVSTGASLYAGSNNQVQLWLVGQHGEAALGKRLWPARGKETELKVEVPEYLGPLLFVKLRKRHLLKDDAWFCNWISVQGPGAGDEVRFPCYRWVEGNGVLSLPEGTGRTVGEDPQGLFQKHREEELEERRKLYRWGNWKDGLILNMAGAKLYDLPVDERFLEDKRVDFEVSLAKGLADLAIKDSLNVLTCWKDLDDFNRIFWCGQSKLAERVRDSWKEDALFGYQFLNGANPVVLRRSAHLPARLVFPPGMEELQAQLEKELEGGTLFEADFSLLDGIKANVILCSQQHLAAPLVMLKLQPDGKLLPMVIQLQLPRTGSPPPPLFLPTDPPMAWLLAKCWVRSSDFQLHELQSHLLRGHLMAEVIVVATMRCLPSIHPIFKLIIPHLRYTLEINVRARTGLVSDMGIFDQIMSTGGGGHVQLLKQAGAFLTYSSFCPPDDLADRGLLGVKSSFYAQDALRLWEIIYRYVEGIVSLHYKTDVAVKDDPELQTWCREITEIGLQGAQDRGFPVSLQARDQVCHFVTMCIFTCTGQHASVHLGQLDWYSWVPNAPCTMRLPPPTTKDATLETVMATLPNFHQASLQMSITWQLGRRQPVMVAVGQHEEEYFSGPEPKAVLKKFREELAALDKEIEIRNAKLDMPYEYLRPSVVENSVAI
#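 Compounds were preincubated 15 min at room temperature with 40 nM purified human enzyme (25 mM Hepes pH 7.5, 0.01% Triton X-100); 50 uM arachidonic acid reacted 6 min. Fe-xylenol orange detection, 30 min, absorbance ratio 573/405 nm.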
# UbGFP stabilizer: proteasome inhibitors stabilizing ubiquitin-GFP reporter; Ubiquitin-GFP reporter cells, proteasome inhibition, GFP fluorescence; response scale: untreated = 0%, 10 µM MG-132 = 100%; AID 526; Potency, µM (titrated, usually from 45.9 µM), for inactives: at the highest dose activation (GFP accumulation), most hits filed as activators; 67,000 tested, under 10 active; active means well fitted activation curve with a large enough effect, not every such curve was filed as active; inconclusive means small, poorly fitted or top-dose-only effect, or another doubt; inactive means no such curve, though single readings can be large or run the other way; further: potency means the concentration at half of the fitted maximal effect
#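 Proteasome blockade was scored as a rise in GFP-expressing U2OS cells carrying a ubiquitin(G76V)-GFP construct, imaged after 4 hr compound treatment at 37 °C across a 46 uM–2.9 nM series.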
# Hsp90 Hop PPI: changes Hsp90-Hop TPR2A binding signal, up or down; actives 0.44% (n = 71,000); Potency, µM (titrated, usually from 57 µM), without a hit: at the highest dose activity change, negative = inhibition; AlphaScreen TPR2A-His6 binding biotin-Hsp90 C-terminal peptide; AID 595; active means well fitted curve in either direction with a large enough effect; inconclusive means small, poorly fitted or top-dose-only effect, or another doubt; further: potency means the concentration at half of the fitted maximal effect; on the % scale 0 is the no-effect control and ±100 the full control effect; many of its hits are not listed in these tables
# Active calls of the source: *; ? = inconclusive; nt = not tested or not shown; [ ] = dose if it differs, or a comment. Unless noted, the call rests on the fitted dose curve; in most records, active means well fitted curve in the direction sought with a large enough effect; inconclusive means small, poorly fitted or top-dose-only effect, or another doubt; inactive means no such curve, though single readings can be large; an effect the other way counts as inactive or inconclusive.
cpd | SMILES | HADH2 inhib | BRCT inh green | USP2a inhib | BRCT inh red | CRE Fsk mod | HBB splicing | Epigenetic mod | Pol III holo inh | 15-hLO inh | UbGFP stabilizer | Hsp90 Hop PPI
1 | CC(C)(C)NC(=O)CN(C(=O)CS(=O)CC(=O)Nc1ccc(F)cc1)c1ccccc1 (configuration not stated) | 10% | -0.5% | 10% | -0.9% | -14% | -1.2% | 0% | -6% | -1% | 0% | -15%
2 | O=C(Nc1ccc(Oc2ccc(NC(=O)c3ccco3)c(NC(=O)c3ccco3)c2)cc1)c1ccco1 | -5% | 4.3% | 5% | -0.6% | ? | -1.2% | 2% | -1% | -2% | -7% | -12%
3 | O=C(CCSc1nc2ccccc2o1)N1CCOCC1 | -21% | 2.7% | 6% | 0.0% | -12% | 7.8% | 8% | -4% | 1% | 0% | -6%
4 | NC(=O)N1c2ccccc2C=Cc2ccccc21 | 8% | -0.9% | -1% | -1.7% | -11% | 1.4% | -2%[20.6 µM] | -2% | 3% | -8%[20.5 µM] | -4%
5 | CC1CCCN(C(=O)CN2CCN(C(=O)c3ccco3)CC2)C1 (configuration not stated) | 12% | -2.0% | nt | -0.3% | 5% | -0.4%[57.5 µM] | 1% | 6% | 8% | -4% | -1%
6 | CC(=NCc1ccccc1)C1=C(O)COC1=O | 6% | -3.9% | 5% | -0.7% | 5% | -0.1% | 0% | -3% | -4% | 6% | -1%
7 | CC(=O)NC(C1C(=O)CC(C)(C)CC1=O)(C(F)(F)F)C(F)(F)F | -2% | -0.5% | 16% | -0.7% | -4% | -0.7% | 2% | 8% | -1% | -2% | -3%
8 | CCCC[C@]1(C2CCCC2)Cc2cc(OCC(=O)O)c(Cl)c(Cl)c2C1=O | 10% | -1.7% | 2% | 1.1% | 11% | 0.4% | -1% | 1% | 6% | -11% | -4%
9 | COc1ccc(C)cc1S(=O)(=O)NC1CCCC1 | 12% | 0.8% | 0% | 0.3% | -8% | -1.2% | -3% | 0% | 1% | -1% | -3%
10 | O=C(CCS(=O)(=O)c1ccc(Br)cc1)N1CCN(c2ccccc2F)CC1 | 3% | -3.9% | 1% | -4.2% | 7% | 4.7% | 0% | -6% | 8% | 10% | 1%
11 | CS(=O)(=O)N1CCCC(C(=O)NCCc2ccc(Cl)cc2)C1 (configuration not stated) | 0% | -0.5% | 3% | 0.5% | ? | -0.5% | -1% | 0% | -11% | -1% | -2%
12 | CC1(C)NC(=O)N(CCOCCOc2cccc(Oc3ccccc3)c2)C1=O | 4% | -0.8% | 6% | 1.0% | 2% | -0.4% | -3% | -2% | -4% | -1% | -2%
13 | O=C(O)CSCC(=O)Nc1cccc2ccccc12 | 4% | 0.5% | nt | 1.1% | -9% | 0.1%[57.5 µM] | 3% | -3% | 9% | -2% | 2%
14 | COc1ccc(N2CCC(CNC(=O)Nc3ccc(OC)cc3OC)C2)cc1 (configuration not stated) | ? | 0.8% | 33%[activator] | 0.7% | -19% | -1.2% | 0% | 5% | ? | -6% | ?
15 | O=C1c2ccccc2C(=O)N1Cc1nn2c(-c3ccc(Cl)cc3)nnc2s1 | -6% | -0.7% | 22% | 1.2% | ? | 2.3%[57.5 µM] | 6% | -5% | 1% | -2% | 0%
16 | O=C(c1cccc(S(=O)(=O)N2CCOCC2)c1)N1CCCC1 | -2% | -1.0% | -7% | -0.3% | -1% | 1.5% | 1% | -4% | 3% | 5% | -2%
17 | CCCn1c(C)nc2c(Nc3ccccc3)nc(C)nc21 | -7% | -2.5% | nt | 0.9% | 13µM* | -1.4% | nt | 0% | 1% | -2% | -1%
18 | O=C(N1CCOCC1)C12CC3CC(C1)CC(C(=O)N1CCOCC1)(C3)C2 | 7% | -0.9% | -1% | 0.1% | -19% | -1.4% | -2% | -2% | 2% | 1% | 2%
19 | COC(=O)c1nc(NC(=O)c2ccc(Cl)cc2)n[nH]1 | ? | -3.2% | 0% | 0.8% | -11% | -1.6% | -3% | -7% | 7% | 1% | 4%
20 | O=C(O)c1ccccc1C(=O)c1cccs1 | 10% | -1.3% | -7% | 0.1% | -9% | -4.1% | -1% | -5% | -9% | 7% | -1%
21 | CCn1c(C)c(C(C)=O)c(N2CCN(c3ccccn3)CC2)nc1=S | 0% | 0.7% | -1% | -0.6% | 0% | -0.1% | -3% | 6% | 3% | 0% | -1%
22 | CC(C)(C)C1CCc2c(sc(N)c2C(N)=O)C1 (configuration not stated) | -21% | 4.7% | 23% | 1.6% | 10% | nt | 1% | -2% | ? | -3% | -15%
23 | CC1(C)CC(=O)C2=C(C1)NC(=O)CC2c1cccc(F)c1 (configuration not stated) | 18% | 0.1% | -3% | -0.4% | 5% | -2.0%[57.5 µM] | 2% | -10% | -3% | 3% | -3%
24 | O=C(O)c1ccc(Cl)c(S(=O)(=O)N2CCCCCC2)c1 | 2% | 0.7% | -6% | -0.1% | ? | 1.4% | 2% | 0% | 10% | 0% | 0%

# One compound at a time, as listed above.
# `O=C(c1cccc(S(=O)(=O)N2CCOCC2)c1)N1CCCC1` reads HADH2 inhib = -2%; BRCT inh green = -1.0%; USP2a inhib = -7%; BRCT inh red = -0.3%; CRE Fsk mod = -1%; HBB splicing = 1.5%; Epigenetic mod = 1%; Pol III holo inh = -4%; 15-hLO inh = 3%; UbGFP stabilizer = 5%; Hsp90 Hop PPI = -2%
# `CC1(C)CC(=O)C2=C(C1)NC(=O)CC2c1cccc(F)c1` (configuration not stated) reads HADH2 inhib = 18%; BRCT inh green = 0.1%; USP2a inhib = -3%; BRCT inh red = -0.4%; CRE Fsk mod = 5%; HBB splicing = -2.0%[57.5 µM]; Epigenetic mod = 2%; Pol III holo inh = -10%; 15-hLO inh = -3%; UbGFP stabilizer = 3%; Hsp90 Hop PPI = -3%

# Later entries:
# Each structure is followed by: HADH2 inhib	BRCT inh green	USP2a inhib	BRCT inh red	CRE Fsk mod	HBB splicing	Epigenetic mod	Pol III holo inh	15-hLO inh	UbGFP stabilizer	Hsp90 Hop PPI
25. O=NC1=C(c2c(O)[nH]c3ccccc23)CCCC1
 : 11%	-0.2%	4%	-0.9%	1%	-0.2%[9.22 µM]	0%	-6%	3%	0%	3%
26. CCC(=O)N1CCc2cc(S(=O)(=O)NCCCN(CC)Cc3ccccc3)ccc21
 : 8%	-0.8%	15%	-0.9%	?	-0.4%	-1%	4%	4%	1%	-13%
27. Cc1cc(NC(=O)CSc2nc(C(C)C)nc3sc4c(c23)CCCC4)no1
 : 12%	-2.5%	16%	-0.7%	?	-2.9%	2%	-5%	-18%	2%	-1%
28. c1ccc(-c2cnnc(N3CCCCC3)n2)cc1
 : -7%	-2.1%	-6%	0.5%	15%	-0.1%[57.5 µM]	4%	3%	-12%	3%	-3%
29. CCOC(=O)c1c(C)[nH]c(C(=O)CN2CC(C)OC(C)C2)c1C (configuration not stated)
 : 10%	-0.5%	2%	0.5%	?	-0.4%[57.5 µM]	-2%	-2%	-5%	0%	1%
30. O=C(c1ccc(COc2c(F)c(F)cc(F)c2F)o1)N1CCN(c2ccc(Cl)cc2)CC1
 : -7%	-2.1%	-5%	0.4%	19%	-1.4%	0%	4%	-17%	-11%	6%
31. O=C(CC(c1ccccc1)c1ccccc1)Nc1ncn[nH]1
 : 6%	-0.5%	13%	-2.8%	-16%	0.9%	9%	-2%	52%[activator]	-6%	?
32. Cc1cc(NC2C3CC4CC(C3)CC2C4)n2ncnc2n1 (configuration not stated)
 : -6%	0.6%	28%	-0.7%	?	nt	-2%	-2%	-8%	-2%	0%

# These rows are one share of the data; count on the stated rates, not on these rows.
